Screening results deposited in PubChem BioAssay by National Center for Advancing Translational Sciences (NCATS).
GoLoco inh red – inhibitors of human Gai1-RGS12 GoLoco interaction (red fluorophore) | P63096 | Gai1:RGS12 GoLoco peptide FP, rhodamine, 10 min | Potency, µM (top dose mostly 61.6 µM), for inactives: at the top dose activity, negative = inhibition, most hits filed as inhibitors | hit rate 0.44% among 230,000; active = well fitted inhibition curve with a large enough effect, not every such curve was filed as active; inactive = no such curve, though single readings can be large or run the other way; also: nearly all actives have a fitted effect of over 30% in size; many of its hits are not listed in these tables
Target sequence (P63096 whole entry, looked up): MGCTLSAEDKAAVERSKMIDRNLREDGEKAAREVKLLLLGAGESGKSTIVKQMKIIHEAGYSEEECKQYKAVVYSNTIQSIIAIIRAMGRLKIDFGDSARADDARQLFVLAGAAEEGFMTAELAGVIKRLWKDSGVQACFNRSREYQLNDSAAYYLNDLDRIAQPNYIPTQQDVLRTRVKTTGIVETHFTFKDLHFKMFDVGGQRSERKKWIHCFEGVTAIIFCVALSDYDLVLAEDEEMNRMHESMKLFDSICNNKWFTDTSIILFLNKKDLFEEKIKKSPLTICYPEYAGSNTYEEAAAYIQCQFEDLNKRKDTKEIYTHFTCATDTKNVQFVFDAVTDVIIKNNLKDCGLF
Tau fibril ThT – blocks human tau fibril formation measured by thioflavin T; recombinant tau K18 P301L (four-repeat tau fragment), heparin-induced fibrillization, ThT fluorescence; AID 1460; Potency, µM (titrated, usually from 57.4 µM), for the others: at the highest dose activity, negative = inhibition, most hits filed as inhibitors; P10636; hit rate 2.1% among 270,000; also: nearly all actives have a fitted effect of over 55% in size
Target sequence (P10636 561-689 P618L limits assumed): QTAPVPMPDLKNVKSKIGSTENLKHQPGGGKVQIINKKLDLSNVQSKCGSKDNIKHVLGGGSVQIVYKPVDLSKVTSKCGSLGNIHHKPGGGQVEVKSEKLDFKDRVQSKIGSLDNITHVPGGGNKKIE
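Heparin-induced (20 uM) aggregation of recombinant human K18 P301L tau, 15 uM unlabeled with 0.24 uM labeled, pH 7 acetate buffer, 6 hr at 37 C with compound. Fibrils quantified by 30 uM ThT fluorescence after 1 hr ambient incubation.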
JMJD2E inh – JMJD2E (human) inhibition. B2RXH2. JMJD2E catalytic domain, FDH-coupled NADH fluorescence (FDH is formaldehyde dehydrogenase). Potency, µM (series often up to 57.1 µM), without a hit: top-dose activity change, negative = inhibition, hits mostly inhibitors. hit rate 1.6% among 230,000. AID 2147; active = well fitted inhibition curve with a large enough effect, not every such curve was filed as active; inconclusive = small, poorly fitted or top-dose-only effect, or another doubt; inactive = no such curve, though single readings can be large or run the other way;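 also: 0% = wells with enzyme and -100% = buffer wells without enzyme; nearly all actives have a fitted effect of over 50% in size; many of its hits are not listed in these tables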
RECQ1 inh – RECQ1 (human) helicase inhibition | P46063 | RECQ1 DNA unwinding, red fluorescence kinetic read | Potency, µM (series often up to 57.3 µM), for inactives: top-dose activity, negative = inhibition, usual class: inhibitors | hit rate 0.54% among 240,000 | AID 2549;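 also: plate controls were vehicle for no effect and no enzyme for full effect; nearly all actives have a fitted effect of over 30% in size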
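RECQ1T1 50 nM; forked duplex (20 bp + 30-nt ss tails) 200 nM, ATP 2 mM final; pH 8.0, 2 mM MgCl2, 2.5 ug/ml poly(dI-dC); 15 min compound preincubation; discontinuous kinetic read over 2 h at RT.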
TRb SRC2 PPI – TRbeta-SRC2 interaction inhibition; Potency, µM (doses to about 106 µM), without a hit: at the top dose activity change, negative = inhibition, usual class: inhibitors; TRbeta-SRC2 peptide binding, fluorescence polarization; receptor liganded with 1 µM T3; AID 1469; hit rate 0.065% among 280,000;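 also: plate controls were bound peptide for no effect and peptide without receptor for full effect; nearly all actives have a fitted effect of over 50% in size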
Target sequence (P10828 whole entry, looked up): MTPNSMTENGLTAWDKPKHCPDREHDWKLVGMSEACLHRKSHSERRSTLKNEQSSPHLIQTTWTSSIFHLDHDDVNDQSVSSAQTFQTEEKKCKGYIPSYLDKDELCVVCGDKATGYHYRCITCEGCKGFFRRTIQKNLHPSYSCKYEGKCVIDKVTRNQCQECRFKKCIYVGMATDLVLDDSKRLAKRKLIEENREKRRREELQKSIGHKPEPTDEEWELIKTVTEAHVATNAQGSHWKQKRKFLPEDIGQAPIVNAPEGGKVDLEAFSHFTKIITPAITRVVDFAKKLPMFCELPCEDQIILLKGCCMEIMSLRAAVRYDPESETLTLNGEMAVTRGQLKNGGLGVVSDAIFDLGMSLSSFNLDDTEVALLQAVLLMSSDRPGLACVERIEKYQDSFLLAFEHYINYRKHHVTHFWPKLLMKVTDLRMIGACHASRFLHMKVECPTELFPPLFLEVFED
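Polarization signal, normalized between peptide-alone and full complex controls, measured compound effects on T3-liganded human TRb LBD (0.6 uM) binding 20 nM Texas Red SRC2 peptide after 5 hr.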
L3MBTL1 inh – blocks human L3MBTL1; AlphaScreen L3MBTL1–H3K9me1 peptide binding; Potency, µM (top dose mostly 57.1 µM), for the others: at the highest dose activity, negative = inhibition, actives largely listed as inhibitors; hit rate 0.66% among 230,000; AID 485360; also: nearly all actives have a fitted effect of over 60% in size
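First, the protein-peptide complex forms for 30 min at room temperature (L3MBTL1 50 nM, biotinylated H3K9me1 peptide 75 nM). Next, compounds are pin-transferred and incubated 30 min. Finally, AlphaScreen beads are added and read after 30 min.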
Tau FP inhib – blocks human tau fibril formation measured by polarization | hit rate 0.39% among 280,000 | K18 P301L tau heparin fibrillization, Alexa594 FP, 6 h | Potency, µM (top dose mostly 57.7 µM), without a hit: at the highest dose activity, negative = inhibition, most hits filed as inhibitors | AID 1468; also: nearly all actives have a fitted effect of over 55% in size
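FP of Alexa 594-tau after heparin (20 uM) induction. Substrate: human K18 P301L, 15 uM unlabeled, 0.24 uM labeled. Buffer 100 mM sodium acetate pH 7. 6 hr, 37 C.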
TexasRed fluor – counter-screen for TRb-SRC2 inhibitors: fluorescence interference | Potency, µM (top dose mostly 106 µM), for the others: at the top dose fluorescence change, negative = quenching | hit rate 0.29% among 280,000 | TRb/SRC2 Texas Red total fluorescence interference | AID 1479; active = well fitted curve in either direction with a large enough effect; inconclusive = small, poorly fitted or top-dose-only effect
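Human TRb ligand-binding domain at 0.6 uM with 20 nM Texas Red SRC2 peptide in Tris buffer containing 1 uM T3 and 5% DMSO, incubated with compound 5 h at ambient temperature. Total fluorescence (555/632 nm) calculated as parallel + 2 × perpendicular.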
Starred values were filed as active, the others as inactive; i = inactive; ? = inconclusive; / = not tested or not shown; [ ] = another dose, or the depositor's remark. Unless noted, calls follow the shape of the dose curve; as a rule, active = well fitted curve in the direction sought with a large enough effect; inconclusive = small, poorly fitted or top-dose-only effect, or another doubt; inactive = no such curve, though single readings can be large; an effect the other way counts as inactive or inconclusive. Unless noted, % is scaled to controls: 0 for no effect and ±100 for the full control effect; potency is read from the fitted curve at half-maximal effect.

SMILES | GoLoco inh red | Tau fibril ThT | JMJD2E inh | RECQ1 inh | TRb SRC2 PPI | L3MBTL1 inh | Tau FP inhib | TexasRed fluor
Cc1cccc(NC(=O)Nc2cccc(Oc3c(F)c(F)c(F)c(F)c3F)c2)c1 | -8% | 13% | -1% | -10% | 9% | 5% | 8.9µM* | 0%
CC(C)C(=O)Nc1nnc(S(=O)(=O)N2CCc3ccccc32)s1 | / | ? | / | / | 5% | -5% | -3% | -15%
CSC1=NC(C)(C)C=C(/C=C/c2ccc(Cl)cc2)N1 | 18% | ? | -14% | -1% | -8% | -11% | 2% | -2%
CCOc1ccccc1OCCOCCOc1c(Cl)cccc1Cl | -8% | -14% | -4% | -5% | 2% | 92%[activator] | 1% | 4%
CCN(c1ccccc1)c1nnc(NC(=O)Nc2ccc(C)cc2)s1 | / | ? | / | / | 5% | / | 7% | -1%
O=C(CSc1nnnn1-c1cccc2c1CCCC2)N1CCCCC1 | 14% | -13% | 5% | -1% | -1% | -3% | 6% | 3%
COc1ccc(NC(=S)N(CCc2c(C)[nH]c3ccc(C)cc23)Cc2cccnc2)cc1 | 1% | ? | -2% | 0% | -4% | -6% | 14% | -1%
CCc1ccc(-c2cc(C)no2)cc1S(=O)(=O)N1CCN(c2cccc(Cl)c2)CC1 | / | 4% | / | / | 10% | / | -6% | 0%
CNC(=O)c1cc2c(s1)CCCCCC2 | -4% | -7% | -9% | -7% | -21% | 1% | -2% | -1%
CCOc1ccc(OCC)c(NC(=O)CSCCc2ccccn2)c1 | -4% | -17% | 5% | i | 1% | / | -2% | -1%
CCCc1nnc(NC(=O)CN2C(=O)C3C4C=CC(C4)C3C2=O)s1 (stereo not given) | 5% | -12% | -5% | -4% | 4% | 10% | 1% | -2%
CCOC(=O)c1ccc(NC(=O)CCc2c(C)nc3ncnn3c2C)cc1 | -7% | 9% | -16% | -14% | -19% | 7% | -4% | 0%
C/C(=N\NC(=O)CCc1c[nH]c2ccccc12)c1ccc([N+](=O)[O-])cc1 | 2% | 10µM* | 7% | 0% | -1% | -10% | 15% | -5%
CC(=O)c1ccc(N2CCN(CC(=O)Nc3cc(C)on3)CC2)cc1 | 2% | -9% | -9% | i | 6% | / | 6% | -2%
CCCCCNC1=CC(=O)CC(c2ccccc2)C1 (stereo not given) | 2% | -8% | 3% | i | 1% | -2% | -8% | -5%
Cc1nn(CC(=O)NCc2ccco2)c(=O)c2nn(-c3ccccc3)c(C)c12 | / | 1% | / | / | 0% | / | 2% | 0%
Cc1cc(=O)n2cc(-c3ccccc3)nc2[nH]1 | 1% | -15% | ? | -1% | -9% | 12% | -1% | 1%
COc1ccc(-n2ncc3c(NCc4ccc5c(c4)OCO5)ncnc32)cc1 | 3% | -4% | ? | -6% | 0% | 0% | ? | -1%
O=C(O)c1sccc1Oc1ccc(F)cc1[N+](=O)[O-] | 6% | -8% | -2% | i | 3% | / | 7% | -2%
CC1Cc2cc(/C(O)=C3/C(=O)C(=O)N(CCN4CCOCC4)C3c3cccc(Cl)c3)ccc2O1 (stereo not given) | 3% | -1% | -1% | -7% | -17% | -3% | 11% | 0%
O=C1CN(c2ccc(Br)cc2)C(=O)N1CC(=O)N1CCCc2ccccc21 | 8% | ? | -8% | i | 1% | 0% | -1% | -1%
O=C(C(c1ccccc1)c1ccccc1)N1CCCc2ccccc21 | 7% | -20% | 8% | -9% | 5% | 18% | 5% | 2%
CCN(CC)S(=O)(=O)c1cccc(NC2=NCC(C)S2)c1 (stereo not given) | 7% | 0% | 0% | i | -6% | -5% | -6% | 0%
CN(C)CCCNC1=CC(=O)CC(c2ccccc2)C1 (stereo not given) | -2% | -4% | 10% | -9% | -7% | / | 4% | -2%
Cc1cc(C)c(OCC(=O)N(Cc2ccc(N(C)C)cc2)C2CCS(=O)(=O)C2)c(C)c1 (stereo not given) | 2% | -12% | 8% | i | 4% | ? | 10% | -1%
C=CCn1c(=O)c2c(nc(Br)n2Cc2ccccc2Cl)n(C)c1=O | -4% | -8% | 6% | -10% | -12% | 0% | -14% | -1%
COc1cc(OC)c2c(c1)OC(=O)CC2c1cc(OC)c(OC)c(OC)c1 (stereo not given) | 13%[88.7 µM] | -5%[81.4 µM] | / | -12%[81.1 µM] | 5% | -2% | 1%[81.3 µM] | 1%
O=C(CN(CC1CCCO1)S(=O)(=O)c1ccc(S(=O)(=O)NC2CC2)cc1)Nc1ccccc1 (stereo not given) | 10% | -9% | -2% | i | -5% | -5% | -9% | 1%
Cc1ccc(C(=O)NC(=S)Nc2ccc(S(=O)(=O)N3CCN(C)CC3)cc2)cc1 | 3% | -1% | 0% | -12% | -11% | -5% | 9% | -2%
CN(C(=O)CSc1nnc(-c2ccccc2)c(-c2ccccc2)n1)C1CCS(=O)(=O)C1 (stereo not given) | 4% | -3% | 11% | -4% | -1% | -5% | 11% | ?
O=C(O)c1ccccc1-n1cnnn1 | 5% | -8% | -5% | -3% | 8% | 4% | 10% | -1%
Cc1oc(C)c2c(=O)cc(-c3ccc4c(c3)OCO4)cc(OC(=O)c3cccc(Cl)c3)c12 | / | ? | / | / | 2% | / | 3% | -45%
Cc1nc2sc(C(c3cccc(F)c3)N3CCCCC3)c(O)n2n1 (stereo not given) | 15% | 1% | 5% | 6% | -10% | -11% | 7% | 1%
O=C(NCc1ccc(N2CCCC2=O)cc1)Nc1cccc(Cl)c1 | 4% | 4% | -10% | 6% | 12% | 2%[11.4 µM] | -6% | -1%
CCc1ccc(-n2c(=O)c3ccccc3n(CC(=O)NCCc3ccc(OC)c(OC)c3)c2=O)cc1 | / | -3% | / | / | 5% | / | -11% | -27%
COc1ccc(Cl)cc1NC(=O)C12CCC(C)(C(=O)O1)C2(C)C (stereo not given) | 3% | 5% | 7% | -7% | -1% | 3% | 1% | -7%
Fc1ccc(C2=Nn3c(nnc3-c3ccco3)SC2)cc1 | -3% | -12% | 2% | 0% | -3% | 7% | 2% | -2%
Cc1cc(C)c(S(=O)(=O)Nc2ccccc2-c2ccccc2)c(C)c1 | 0% | -10% | -2% | -6% | -9% | 30% | -7% | -1%
O=C(Nc1cc2c(cc1Cl)OCCCO2)c1ccco1 | 6% | -10% | 12% | -5% | -6% | 4% | 9% | -4%
CS(=O)(=O)N(CCc1ccccc1)CC(=O)N1CCCCC1 | 6% | 5% | 5% | -4% | -10% | / | 0% | -2%

Profiles, looked up by structure. Values in the order: GoLoco inh red, Tau fibril ThT, JMJD2E inh, RECQ1 inh, TRb SRC2 PPI, L3MBTL1 inh, Tau FP inhib, TexasRed fluor
Entry for `COc1ccc(Cl)cc1NC(=O)C12CCC(C)(C(=O)O1)C2(C)C` (stereo not given) = 3%, 5%, 7%, -7%, -1%, 3%, 1%, -7%
Entry for `Cc1cc(C)c(S(=O)(=O)Nc2ccccc2-c2ccccc2)c(C)c1` = 0%, -10%, -2%, -6%, -9%, 30%, -7%, -1%

In a second layout: results already given.
Structure	GoLoco inh red	Tau fibril ThT	JMJD2E inh	RECQ1 inh	TRb SRC2 PPI	L3MBTL1 inh	Tau FP inhib	TexasRed fluor
CCOc1ccccc1OCCOCCOc1c(Cl)cccc1Cl	-8%	-14%	-4%	-5%	2%	92%[activator]	1%	4%
CCN(c1ccccc1)c1nnc(NC(=O)Nc2ccc(C)cc2)s1	/	?	/	/	5%	/	7%	-1%
O=C(CSc1nnnn1-c1cccc2c1CCCC2)N1CCCCC1	14%	-13%	5%	-1%	-1%	-3%	6%	3%
COc1ccc(NC(=S)N(CCc2c(C)[nH]c3ccc(C)cc23)Cc2cccnc2)cc1	1%	?	-2%	0%	-4%	-6%	14%	-1%
CCc1ccc(-c2cc(C)no2)cc1S(=O)(=O)N1CCN(c2cccc(Cl)c2)CC1	/	4%	/	/	10%	/	-6%	0%
CNC(=O)c1cc2c(s1)CCCCCC2	-4%	-7%	-9%	-7%	-21%	1%	-2%	-1%
CCOc1ccc(OCC)c(NC(=O)CSCCc2ccccn2)c1	-4%	-17%	5%	i	1%	/	-2%	-1%
CCCc1nnc(NC(=O)CN2C(=O)C3C4C=CC(C4)C3C2=O)s1 (stereo not given)	5%	-12%	-5%	-4%	4%	10%	1%	-2%

Other structures
SMILES | GoLoco inh red | Tau fibril ThT | JMJD2E inh | RECQ1 inh | TRb SRC2 PPI | L3MBTL1 inh | Tau FP inhib | TexasRed fluor
O=C(O)c1ccc(/C=N/N2CCN(Cc3ccccc3)CC2)cc1 | 3% | -14% | -3% | -5% | -5% | 4% | -2% | -4%
CCOC(=O)Nc1sc2c(c1C(N)=O)CCC(C)C2 (stereo not given) | 8% | -18% | 9% | -4% | -3% | 13% | -4% | -1%
Cc1cccc(Cn2c(SCc3ccc(C(=O)NCc4ccccc4)cc3)nc3cccnc32)c1 | / | 10% | / | / | -1% | / | -5% | 8%
N#CCCN1CCN(C(=O)c2c(N)no[n+]2[O-])CC1 | 8% | ? | -2% | -8% | 1% | 0% | ? | -10%
Cc1ccc(NC(=O)C2CCN(c3cnccn3)CC2)cc1C | 15% | -5% | 2% | i | -6% | -1% | 2% | -6%
COc1ccc(CNC(=O)COC(=O)C2CC3C=CC2C3)cc1 (stereo not given) | -6% | 4% | 2% | -5% | 12% | 4% | 8% | 1%
CCCCC(=O)Nc1nc2ccc3nc(C)sc3c2s1 | -3% | ? | 2% | 0% | -4% | 13% | -11% | -4%
O=C(NCCC1=CCCCC1)C1CCN(S(=O)(=O)c2cccc3nonc23)CC1 | 1% | -10% | 4% | -4% | -6% | / | -2% | -4%
COc1ccc(N2CC(NC(=O)NCC(C)C)CC2=O)cc1 (stereo not given) | 10% | 2% | 9% | 6% | -7% | 3% | -5% | -1%
Cc1ccc(N=C/C(C(=O)C(F)(F)F)=C(\O)c2ccco2)cc1Cl | / | ? | ? | -4% | 1% | 13% | -3% | -1%
Cc1c(Br)c([N+](=O)[O-])nn1CCCC(=O)Nc1c(C)n(C)n(-c2ccccc2)c1=O | 1% | -10% | 2% | 0% | 1% | / | 0% | 2%
O=S(=O)(/N=C(/Nc1ccc(Cl)cc1Cl)c1ccccc1)c1cccs1 | -6% | -12% | -9% | -11% | -4% | 11% | 1% | -4%
O=C(COc1ccccc1)N/N=C/c1ccc([N+](=O)[O-])o1 | -1% | ? | -8% | -4% | 2% | -5% | -3% | 1%

The list is partial (hit frequency here may not be typical).
